High-throughput results (PubChem BioAssay)
phage Ecoli inh: E. coli growth loss with phage present; growth absorbance; inhibition, % at 11.9 µM; 0.26% of 360,000 active; AID 651602; in the data active = inhibition above about 11%
HTR5A inv ag: inverse agonist of human HTR5A in OPRM1-OPRD1 counter-screen. HTR5A cell line, luminescence, inverse agonism. P47898. inhibition, % at 9.3 µM. 0.083% of 340,000 active; in the data active = inhibition mostly above about 23%, no sharp cut-off; inactive = mostly below about 18%;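 also: 0% = cells with DMSO and 100% = no-cell wells with DMSO; some compounds called inactive have numbers as strong as hits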
Target sequence (P47898 whole entry, looked up): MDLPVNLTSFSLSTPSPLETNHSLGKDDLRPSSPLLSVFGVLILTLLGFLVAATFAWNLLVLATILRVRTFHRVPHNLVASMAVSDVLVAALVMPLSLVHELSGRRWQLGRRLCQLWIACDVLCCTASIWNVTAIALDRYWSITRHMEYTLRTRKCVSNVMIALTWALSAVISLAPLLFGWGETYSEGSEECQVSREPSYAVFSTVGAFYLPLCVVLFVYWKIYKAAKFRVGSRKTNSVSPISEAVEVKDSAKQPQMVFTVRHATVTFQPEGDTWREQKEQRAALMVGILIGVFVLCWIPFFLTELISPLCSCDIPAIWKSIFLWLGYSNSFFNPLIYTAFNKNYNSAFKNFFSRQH
AddAB inh: less growth of phage-infected E. coli with AddAB. inhibition, % at 11.9 µM. AID 435030. E. coli expressing H. pylori AddAB, absorbance growth. 0.29% of 330,000 active; in the data active = inhibition above about 12%;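 also: 0% = vehicle wells of infected cells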
Tat export inh: E. coli Tat transport inhibition | E. coli MC4100 TorA-mCherry Tat export, fluorescence | inhibition, % at 10 µM | 0.036% of 340,000 active;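 active = mean replicate inhibition at least 50% and at least half of replicates individually reaching 50%; inconclusive = only one of the two criteria met; inactive = neither criterion met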;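 also: exported cargo escapes ClpAP degradation while cytoplasmic cargo is degraded and loses fluorescence; 0% = median of neutral control wells and 100% = median of NaSCN control wells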
DAGLB inhibitor: blocks human DAGLB lipase activity; AID 504411; inhibition, % at 5.17 µM; 0.059% of 340,000 active; HEK293T DAGLB membrane lysate, EnzChek fluorogenic substrate; in the data active = inhibition above about 34%;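 also: 0% = enzyme with vehicle and 100% = wells lacking enzyme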
CDK5 p35 inh: blocks human CDK5/p35 kinase activity; Q00535+Q15078; Recombinant CDK5/p35, ADP-Glo luminescence, 60 min; inhibition, % at 10 µM; 0.01% of 330,000 active; AID 488839;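 active = highest replicate inhibition of at least 50% and at least 75% of replicates reaching 50%; inconclusive = only one of the two criteria met; inactive = both criteria failed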;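 also: plate controls were DMSO neutral control for no effect and GW8510 at 10 µM for full effect; many of its hits are not listed in these tables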
Target sequence (Q00535 whole entry, looked up): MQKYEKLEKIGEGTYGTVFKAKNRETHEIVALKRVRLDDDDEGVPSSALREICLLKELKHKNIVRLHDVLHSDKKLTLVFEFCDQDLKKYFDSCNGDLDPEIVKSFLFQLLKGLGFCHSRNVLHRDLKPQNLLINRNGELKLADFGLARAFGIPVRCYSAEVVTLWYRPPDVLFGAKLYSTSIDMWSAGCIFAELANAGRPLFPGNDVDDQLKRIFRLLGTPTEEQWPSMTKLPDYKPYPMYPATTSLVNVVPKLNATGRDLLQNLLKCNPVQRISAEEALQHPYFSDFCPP
Target sequence (Q15078 whole entry, looked up): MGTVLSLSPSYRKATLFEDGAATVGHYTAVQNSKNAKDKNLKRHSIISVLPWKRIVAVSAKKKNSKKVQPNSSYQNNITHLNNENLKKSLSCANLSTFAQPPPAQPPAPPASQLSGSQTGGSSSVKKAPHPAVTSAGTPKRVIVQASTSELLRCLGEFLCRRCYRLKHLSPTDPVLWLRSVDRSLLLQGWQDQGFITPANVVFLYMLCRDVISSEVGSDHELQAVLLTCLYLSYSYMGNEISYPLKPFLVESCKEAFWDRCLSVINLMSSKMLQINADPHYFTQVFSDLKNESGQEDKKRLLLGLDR
HTR5A ag ctr: activates human HTR5A in OPRM1-OPRD1 agonist counter-screen | 0.61% of 340,000 active | HTR5A agonist assay, luminescence, cell-based | activation, % at 9.3 µM | P47898 | AID 504692; in the data active = activation mostly above about 9.5%, no sharp cut-off; inactive = mostly below about 7.6%;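 also: 0% = cells with vehicle only and 100% = reference agonist; strong numbers were not always called active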
PKA-R2B activ: PKA-R2B complex activation. P22694+P31323. PKA-R2B holoenzyme dissociation, Cy5-IP20 fluorescence polarization; R2B truncated from residue 108, S112A mutant; 0% DMSO only, 100% 113 µM cGMP. activation, % at 11.4 µM. 0.079% of 340,000 active. AID 504700;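 active = activation above a cutoff set at the mean over all compounds plus 3 SD, cut at about 18% in these data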;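 also: higher means more holoenzyme dissociation and a rise in polarization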
SUMO Mot1 rescue: blocks SUMOylation pathway, rescuing yeast Mot1-301 growth; S. cerevisiae Mot1-301 growth rescue, ATP luminescence, 38.5C; percent above DMSO median, 100 means doubled; growth rescue, % at 18.8 µM; 1% of 320,000 active;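 active = every valid replicate shows activation above 250% relative to neutral control wells; inactive = the rest, any valid replicate at or below 250%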;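 also: OY570 slx delta 5 strain wells were the positive control but not used for scaling; some compounds called inactive have numbers as strong as hits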
PKA-R1A activ: activates the PKA-R1A holoenzyme complex; P00514+P68181; 0.083% of 340,000 active; activation, % at 11.4 µM; PKA-R1A dissociation, Cy5-IP20 fluorescence polarization; scaled: DMSO 0%, 113 µM cGMP 100%;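 active = percent activation above the mean of all tested compounds plus 3 SD, cut at about 19% in these data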;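 also: higher means more PKAc released from R1A so a rise in polarization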
Ecoli viability: reduces bacterial viability in AddAB counter-screen; E. coli V3065 growth, OD600 absorbance, 18 h; inhibition, % at 11.9 µM; 0.27% of 330,000 active;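 active = inhibition above the campaign's mean inhibition across all tested compounds plus 3 SD, cut at about 9.9% in these data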;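 also: uninfected addAB+ strain grown without phage in ampicillin broth; 0% = DMSO wells and 100% = ciprofloxacin 0.95 µg/ml wells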
Active calls of the source: *; ? = inconclusive; . = not tested or not shown.

The line under a structure holds: phage Ecoli inh, HTR5A inv ag, AddAB inh, Tat export inh, DAGLB inhibitor, CDK5 p35 inh, HTR5A ag ctr, PKA-R2B activ, SUMO Mot1 rescue, PKA-R1A activ, Ecoli viability
Cc1ccc(-n2ncc3c(=O)[nH]c(SCC(=O)NCC4CCCO4)nc32)cc1 (stereo unspecified)
  6.0, -2, -0.3, 1, -2, -0.4, 4, -6, 6, 2, 0.3
CC(NC(=O)C(C)(C)C)C(c1cccs1)N1CCN(Cc2ccccc2)CC1 (stereo unspecified)
  1.4, 1, -1.1, -5, 0, 0.6, 0, -5, -9, -6, -1.0
CC1CCN(c2ccc(C(F)(F)F)cc2N)CC1
  4.3, -1, 0.3, 4, -2, -2.2, 0, -13, 278, -10, 1.5
Cc1cc(C)cc(C(=O)NCC(=O)OCc2c(C)noc2C)c1
  2.6, 11, -0.8, -2, -1, -0.3, 0, 3, 120, -2, 0.6
CCCCCOc1ccc(CSC(=N)N)cc1[N+](=O)[O-]
  13*, 15, 13*, -21, 1, 0.2, -7, -4, 2, 0, 13*
Cn1nnnc1SCc1ccc(Cl)cc1
  3.5, -12, 1.6, 6, 0, 0.9, 4, -3, -6, -2, 0.8
COC(=O)c1sc(NC(=O)CC(C)C)c(C(=O)OC)c1C
  1.1, -17, 0.9, -2, -8, -4.0, 8, -9, -14, 3, -2.2
COc1cc(NC(=O)NCC2CCN(Cc3ccccc3Cl)CC2)cc(OC)c1OC
  0.2, 14, 1.6, 2, -2, 0.4, -4, -8, -2, 1, -2.5
CCCCOc1ccccc1NC(=O)C=C(C)C
  2.2, -12, 2.6, -2, -4, 0.4, 13, -8, -2, -1, 0.2
COc1cccc(N(CC(=O)Nc2cccc(C(C)=O)c2)S(C)(=O)=O)c1
  0.3, -8, 3.4, -3, -3, 0.4, 3, 7, -31, -12, 3.0
COc1ccc(N2CCN(C(=O)COC(=O)CCOc3ccc(C)cc3)CC2)cc1
  3.5, -18, -0.1, 8, -1, -3.0, 7, -8, 13, -7, -2.8
CN1CCc2nc(SCC(=O)Nc3ccc(OC(F)(F)F)cc3)c(C#N)c(-c3cccs3)c2C1
  2.1, 18, 0.8, 1, -5, -2.2, -3, 0, 23, 11, 4.1
Cc1no[n+]([O-])c1COc1ccccc1/C=N/n1nnnc1N
  3.0, -20, 3.0, -18, -3, -0.1, 6, -17, 1, -10, -1.4
COc1cc(C(C[N+](=O)[O-])c2c(C)cc3ccccn23)ccc1O (stereo unspecified)
  -1.6, -3, 0.0, -19, 3, 0.9, -6, -4, 172, -2, -2.5
Cc1ccccc1OCC(O)Cn1c(NCc2ccccc2)nc2c1c(=O)[nH]c(=O)n2C (stereo unspecified)
  1.4, -10, 2.4, 2, -2, -2.1, 4, -1, 6, -16, -0.9
COc1cc(NC(=S)NCCSc2ccc(C)cc2)cc(OC)c1
  2.7, -11, -0.5, 4, -4, 1.2, 1, -12, 24, 0, 1.3
COC(=O)c1ccc(CNC(=O)CCc2c[nH]c3ccccc23)cc1
  0.4, 17, 2.0, -2, 1, -0.9, -2, 1, -7, 2, -0.8
O=C(CCC(=O)c1ccc[nH]1)c1ccc(Cl)cc1
  1.0, -12, 0.1, 2, 3, 1.2, 2, 2, 127, 3, -0.6
Cc1cc(C(=O)Nc2ccc(C)c(C)c2)n(-c2ccccc2)n1
  2.9, -7, -0.7, -1, -3, -0.5, 2, 6, 18, -8, 0.5
Cc1ccc(Nc2nc(N)[nH]c(=O)c2N=O)cc1
  1.4, 10, -1.1, -3, 5, -0.3, -3, 8, -17, -7, 0.5
CC(=O)OCCCCCCCCCCC[N+]1(C)CCCCC1
  3.9, 13, 2.1, -2, -1, 1.6, -5, 7, 13, 4, -1.3
O=C(Nc1ccc(SC(F)F)cc1)c1ccc2nccnc2c1
  3.7, -13, 2.3, 9, 1, -2.6, 5, -19, 47, -4, 5.0
CCn1cc(CNC(=O)c2cc([N+](=O)[O-])c(C)c([N+](=O)[O-])c2)cn1
  0.6, 7, 5.7, 2, -1, 0.4, -3, 10, 16, -2, 0.7
O=C(CN1C(=O)N/C(=C\c2ccccc2OCc2ccc(C(=O)O)cc2)C1=O)Nc1ccc(F)cc1
  1.8, -34, 4.4, 2, -1, 0.1, 2, -7, -2, -3, 0.9
Fc1ccc(-c2ccnn2-c2ccccc2)cc1
  -0.1, 16, -0.2, -5, -1, 0.4, -4, 2, -8, 1, -1.5
C=CCNC(=O)CN1CCC(n2nnc3cc(C(F)(F)F)ccc32)CC1
  5.7, 2, 0.3, 2, 0, 0.9, -1, -1, 6, -17, 1.7
O=C(CCc1nc2ccccc2[nH]1)Nc1ccc2c(c1)OCCO2
  2.9, 3, 6.0, -11, 4, -0.5, -1, -1, 9, 9, 0.9
O=C(Nc1cc(S(=O)(=O)N2CCOCC2)ccc1O)c1ccc2c(c1)S(=O)(=O)c1ccccc1C2=O
  3.1, 4, -1.2, 5, 16, -2.3, -1, 4, 119, -6, 1.1
Cc1nc2c(cc1N)nc(C)n2Cc1ccccc1
  1.2, 4, 8.8, 0, -2, 0.1, -1, 4, 13, 9, 3.1
COc1ccc(NC(=O)CSc2ccc(-c3ccco3)nn2)cc1OC
  4.5, 16, -0.9, 4, 1, 0.8, 2, -19, 13, -6, -0.1
NS(=O)(=O)c1cccc(NC(=S)NCc2ccccc2)c1
  2.4, -3, 1.2, -9, 1, 1.0, 1, 14, ., 12, 0.8
Cc1cccc(N(C(=O)c2snc(C(N)=O)c2N)C(C(=O)NCc2ccccc2)c2ccncc2)c1 (stereo unspecified)
  4.0, 1, 3.3, 3, 0, 0.4, 0, 1, -15, -4, -0.6
CCOc1ccc(CCNC(=O)CN(C)S(=O)(=O)c2cccc3nsnc23)cc1OCC
  -0.3, 19, 0.6, 35, 2, -3.9, -1, -7, -8, -14, 0.9
COc1ccc2c(CC(=O)N3CCN(S(=O)(=O)c4ccc(F)cc4)CC3)coc2c1
  2.7, -13, -0.9, 7, -1, 0.2, 5, 6, -3, -8, -1.2
Cc1ccc(CNC(=O)C2CCN(S(=O)(=O)c3ccc4nc5c(c(C(=O)O)c4c3)CC(C)CC5)CC2)cc1 (stereo unspecified)
  -0.6, -19, 2.9, -6, 2, -0.2, -3, -2, 45, -7, 1.1
O=C(c1ccco1)N1CCCC(c2nc3c(nnn3Cc3ccc(F)cc3)c(=O)[nH]2)C1 (stereo unspecified)
  1.2, 5, 5.0, ?, 1, 0.4, -3, -10, -19, 7, 1.3
CCOc1ccc(CN(C(=O)/C=C/c2ccco2)C2CCS(=O)(=O)C2)cc1 (stereo unspecified)
  3.2, 0, 0.4, -3, 1, -1.2, 0, -2, 223, -5, -0.6
CC(CCc1ccccc1)NC(=O)CNC(=O)c1ccccc1Br (stereo unspecified)
  1.8, -2, 0.1, -2, 1, -0.2, 2, 0, 8, -19, -1.9
COc1cccc(NC(=O)c2ccc(NC(C)=O)cc2)c1
  4.4, 6, 4.1, -2, -2, -0.3, -8, 3, -10, -9, 1.9
CCC1CCCCN1S(=O)(=O)c1ccc2c(c1)CCN2C(=O)C1CCC1 (stereo unspecified)
  2.3, -19, -1.3, 0, -3, 1.6, -1, 8, 10, -7, -0.8
O=C(O)c1cccc(S(=O)(=O)N2CCN(S(=O)(=O)c3ccc4ccccc4c3)CC2)c1
  2.1, -4, ., 6, 1, 2.1, 1, -3, ., 16, .
Cc1cccc(OCC(O)Cn2c(=N)n(Cc3ccccc3)c3ccccc32)c1 (stereo unspecified)
  -0.2, -23, 8.6, 4, 1, 0.6, 3, -2, -10, -2, 5.4
O=C(Nc1nc2ccccc2s1)c1cccc(N2C(=O)CCC2=O)c1
  -0.6, -26, 1.2, 0, 1, -0.6, 2, 9, -1, 5, 0.0
Cn1c(O)c(N=NC(=O)C2COc3ccccc3O2)c2ccccc21 (stereo unspecified)
  0.1, -1, 0.3, 4, 0, 3.9, 0, 2, 72, -9, -2.2
C#CCOCCOCCOCCNc1nc(N2CCN(C(=O)Cn3cc(CCCN=C(N)N)nn3)CC2)nc(N2CCN(C(=O)[C@H](CCCCN)n3cc(CCC(=O)O)nn3)CC2)n1
  2.4, -21, -0.8, 1, 0, -0.7, 7, -5, 261, -8, 1.4
CN(C)C(=O)N1CCN(C(=O)c2ccco2)CC1
  0.8, -3, 4.7, -1, -1, -0.8, 1, 5, 342, 1, 0.2
N/C(=N\OC(=O)COc1ccccc1Cl)c1ccccn1
  1.5, 3, 0.6, -3, 0, -3.0, -1, 1, -4, 3, -1.0
COc1cc(C(=O)OCCn2c(=O)c3c(ncn3CCN(C)C)n(C)c2=O)cc(OC)c1OC
  5.6, ., 1.8, 5, -1, 3.8, ., 6, 95, 10, 2.4
CCCNC(=O)C(Cc1ccccc1)NC(=O)c1ccc(C(C)(C)C)cc1 (stereo unspecified)
  0.2, -13, 0.5, -22, -7, -3.5, 3, 6, -1, 10, -3.4
Cc1ccc(NC(=O)C2c3ccccc3Oc3ccccc32)c(C)c1
  6.1, 3, -0.3, 2, -4, 0.9, -1, 2, -13, 1, 0.7
Cc1ccc(-n2[nH]c(C)c(C=Nc3cc(C)ccn3)c2=O)cc1
  -0.5, -44, 2.4, -3, 0, -0.4, 1, -6, -21, 4, -0.8
OCc1c(OCc2cccc(F)c2)ccc2ccccc12
  0.9, -18, 1.0, -11, -6, 0.1, 5, -3, -11, -2, -1.3
COc1ccc(C2OC(=O)CC2C(=O)NCc2ccc(F)cc2)cc1OC (stereo unspecified)
  1.5, 2, 0.3, ?, -1, 0.8, -1, 1, -5, -9, -1.5
Cc1cc(NC(=O)CCC(=O)N(CC(=O)NCC2CCCO2)c2ccc(C(C)C)cc2)no1 (stereo unspecified)
  -0.6, 15, 3.1, -3, 3, 0.8, 1, 4, 245, 0, 1.3
Cc1noc(C)c1CSCC(=O)OCC(=O)Nc1sccc1C#N
  0.9, -10, 0.4, 9, -5, -0.3, -2, 1, -2, -7, 0.1
Cc1nnc(CN(C)C(=O)c2cc(COc3ccc(F)cc3Cl)on2)o1
  3.0, 0, 2.3, -8, 2, 0.2, -2, -17, -4, 0, -0.6
CCc1noc(C)c1C(=O)NCCN1C(=O)S/C(=C\c2ccc(OC)cc2)C1=O
  0.4, 19, -2.9, 2, 2, 1.5, 5, 7, 12, -5, 0.7
Cc1cccc(NS(=O)(=O)c2nnc(NC(=O)c3ccccc3F)s2)c1
  1.9, 18, 0.5, 0, 6, -2.0, -3, -2, -1, -10, -1.5
CC1(OC(=O)C2CCCC2)C(=O)C=C2C=C(c3ccsc3)N(c3ccccc3)C=C2C1=O (stereo unspecified)
  2.7, -15, 3.6, -2, 7, -0.2, 4, 0, 47, -2, 1.7
O=C(CS(=O)(=O)c1ccccc1)c1ccc2c(c1)OCCO2
  1.9, -6, 3.1, -4, -1, -0.8, 2, -4, 197, -8, 1.6
COCCOC(=O)c1c(C)oc2ccc(O)c(CN3CCC(C)CC3)c12
  0.5, 17, 2.8, -3, 2, 0.2, 3, -9, -7, 3, -1.3
O=c1cc(CN2CCCCC2)nc(C2CC2)[nH]1
  1.4, 2, 3.5, 18, 1, 2.4, -1, -7, 461, -14, 1.7
O=C(Cc1cccs1)Nc1ccccc1F
  -1.7, -1, -0.2, 10, -4, 0.7, 0, 1, 11, -7, -4.8
